High-throughput results as filed in PubChem.
GLP1R ag: agonists of human GLP-1 receptor; P43220; HEK293 GLP-1R CRE-luciferase, luminescence, 4-6 h; cells express a hypersensitive GLP-1R form; Potency, µM (top dose mostly 45.6 µM), for inactives: top-dose activation, actives largely listed as activators; 380,000 compounds, 0.007% hits; AID 624172; also: potency is read from the fitted curve at half-maximal effect; % of control where 0% means no effect
Target sequence (P43220 whole entry, looked up): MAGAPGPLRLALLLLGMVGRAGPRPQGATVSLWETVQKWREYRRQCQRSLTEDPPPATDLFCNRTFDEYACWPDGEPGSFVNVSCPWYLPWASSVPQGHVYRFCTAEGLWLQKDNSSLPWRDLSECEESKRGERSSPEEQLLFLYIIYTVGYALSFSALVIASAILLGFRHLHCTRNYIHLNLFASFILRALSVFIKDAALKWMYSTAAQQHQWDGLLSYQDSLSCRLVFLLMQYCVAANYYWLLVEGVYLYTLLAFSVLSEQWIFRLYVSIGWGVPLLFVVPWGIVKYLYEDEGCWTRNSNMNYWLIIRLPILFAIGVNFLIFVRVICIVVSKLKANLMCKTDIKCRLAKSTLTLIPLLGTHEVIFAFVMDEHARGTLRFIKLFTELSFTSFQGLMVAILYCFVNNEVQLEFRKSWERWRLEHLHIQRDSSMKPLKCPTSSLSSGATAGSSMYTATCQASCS
HT1080 IDH1KD tx: kills HT-1080 cells with IDH1 knockdown; HT-1080 IDH1 knockdown viability, ATP luminescence, 48 h; Potency, µM (top dose mostly 46.1 µM), without a hit: top-dose activity, negative = toxicity, hits mostly cytotoxic; 360,000 compounds, 2% hits; AID 686971;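 also: potency is read from the fitted curve at half-maximal effect; 0% = DMSO wells and -100% = cell-free medium wells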
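Luminescent ATP read-out (CellTiter-Glo, 10 min at room temperature) after 48 h compound exposure at 37 °C gave viability of IDH1-knockdown HT-1080 cells. Activity was normalised to DMSO and cell-free wells, then fitted as concentration-response curves.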
KB-3-1 tox: KB-3-1 parental cell cytotoxicity; KB-3-1 viability, CellTiter-Glo ATP luminescence, 72 h; Potency, µM (highest dose often 46.1 µM), for inactives: top-dose activity change, negative = cytotoxic, hits mostly cytotoxic; 400,000 compounds, 1.4% hits; AID 1347075; also: potency is read from the fitted curve at half-maximal effect; % is scaled to controls: 0 for no effect and ±100 for the full control effect; nearly all actives have a fitted effect of over 60% in size
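Cells are dispensed, compounds pinned in, plates held at 37 °C for 72 h, then CellTiter-Glo is added and luminescence read after 10 minutes. Cell line: parental KB-3-1 in phenol-red-free DMEM, 10% FBS.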
KB-V1 MDR tox: KB-V1 MDR subline cytotoxicity; Potency, µM (series often up to 46.1 µM), inactives show at the highest dose activity change, negative = cytotoxicity, actives largely listed as cytotoxic; AID 1347076; 400,000 compounds, 3.4% hits; KB-V1 MDR cells viability, CellTiter-Glo, 72 h; also: potency is read from the fitted curve at half-maximal effect; % is scaled to controls: 0 for no effect and ±100 for the full control effect; nearly all actives have a fitted effect of over 60% in size
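KB-V1 MDR subline cells in DMEM (phenol-red free, 10% FBS) exposed to compounds in qHTS concentration series for 72 h at 37 degrees C. Viability read by CellTiter-Glo luminescence; concentration-effect curves fitted after normalization and correction.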
D3 ag: D3 dopamine receptor (human) agonism | 410,000 compounds, 0.58% hits | D3R DiscoveRx beta-arrestin cells, luminescence, 90 min | max activation, % | P35462; in the data active = max activation above about 30%; also: 0% is about no effect; mostly tested at two doses, the higher about 12 µM
Target sequence (P35462 whole entry, looked up): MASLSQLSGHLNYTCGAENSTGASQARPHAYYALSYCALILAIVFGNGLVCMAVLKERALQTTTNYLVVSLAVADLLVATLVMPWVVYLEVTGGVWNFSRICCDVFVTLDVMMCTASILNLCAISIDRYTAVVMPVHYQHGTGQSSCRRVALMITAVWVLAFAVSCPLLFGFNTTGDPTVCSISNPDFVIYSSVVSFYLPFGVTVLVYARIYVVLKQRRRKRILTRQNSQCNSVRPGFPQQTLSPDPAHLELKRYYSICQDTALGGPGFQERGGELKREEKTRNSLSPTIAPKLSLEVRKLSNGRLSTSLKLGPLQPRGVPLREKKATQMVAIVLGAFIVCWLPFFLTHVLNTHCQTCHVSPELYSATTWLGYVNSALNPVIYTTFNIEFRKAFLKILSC
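Agonist-mode cell screen: cells plated at 1500/well and incubated overnight at 37 °C, then exposed to library compounds for 90 min at 37 °C. Detection reagent was added for 30–60 min at room temperature, and luminescence was read.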
HT1080NT lethal: kills 2HG-producing HT-1080-NT fibrosarcoma cells; HT-1080-NT fibrosarcoma viability, CellTiter-Glo ATP luminescence, 48 h; Potency, µM (doses to about 46.1 µM), inactives show at the top dose activity, negative = less viability, most hits filed as cytotoxic; 360,000 compounds, 1.6% hits; AID 686970;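 also: NT is the 2HG producing partner of a matched IDH1 knockdown line; potency is read from the fitted curve at half-maximal effect; 0% = DMSO-treated cells and -100% = media-only wells without cells; nearly all actives have a fitted effect of over 55% in size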
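Compounds were tested in concentration-response format on HT-1080-NT cells for 48 hours at 37 degrees C. Cell viability came from CellTiter-Glo luminescence; curves were classified by r2, response magnitude and activity.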
SW480 rerep: induces DNA re-replication in SW480 colon adenocarcinoma cells; Potency, µM (top dose mostly 46.1 µM), inactives show at the top dose re-replication activation, usual class: activators; AID 624297; 340,000 compounds, 1.8% hits; SW480 DNA re-replication, Hoechst DNA content imaging, 48 h; also: potency is read from the fitted curve at half-maximal effect; % of control where 0% means no effect; nearly all actives have a fitted effect of over 55% in size
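First, 250 cells per well were seeded. Next, compound or vehicle (23 nL) was pinned in, plates sat 48 hr at 37 C. Finally Hoechst was added for 40 min before fluorescence scanning.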
D3 antag: blocks the human D3 dopamine receptor. P35462. D3R cells, DiscoveRx beta-arrestin luminescence, antagonist mode; stronger effect = lower value. max response, negative = inhibition, %. 360,000 compounds, 2.5% hits. AID 652054; in the data active = max response below about -50%; inconclusive = no clear call, values can overlap the other calls; also: % is scaled to controls: 0 for no effect and ±100 for the full control effect; mostly tested at two doses, the higher about 12 µM
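Cells plated overnight at 1500 cells/well, then exposed to library compounds with dopamine controls for 90 minutes at 37 degrees C. DiscoveRx reagent added for 30–60 minutes at room temperature; luminescence read, quantitative HTS format.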
IL1B secr inh: inhibitors of inflammasome signaling (IL-1 beta secretion); 360,000 compounds, 4.7% hits; THP-1 LPS/ATP IL-1B secretion, AlphaLISA, 16 h; stronger effect = lower value; activity change, % at 57.5 µM; AID 743279; in the data active = activity change below about -50%; inconclusive = mostly about -30% to -49%; also: % is scaled to controls: 0 for no effect and ±100 for the full control effect
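Secreted IL-1B measured by AlphaLISA bead assay after 16 h compound exposure of THP-1 cells; compounds (final up to 57.5 uM) added 1 h before LPS (250 ng/mL) and ATP (1.25 mM) stimulation; lower signal means less secretion.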
Active calls of the source: *; ? = inconclusive; / = not tested or not shown; & = joins results of further samples; [ ] = remark or other dose. Unless noted, calls follow the shape of the dose curve; as a rule, active = well fitted curve in the direction sought with a large enough effect; inconclusive = small, poorly fitted or top-dose-only effect, or another doubt; inactive = no such curve, though single readings can be large; an effect the other way counts as inactive or inconclusive.

Below each SMILES – HT1080NT lethal	SW480 rerep	IL1B secr inh	KB-V1 MDR tox	GLP1R ag	HT1080 IDH1KD tx	D3 antag	D3 ag	KB-3-1 tox
> O=C(COC(=O)/C=C/c1ccccc1Cl)NC(=O)NCc1ccccc1
→ 11.6%	-5.1%	0.0	15.4%	-0.4%	21.8%	20.5	-10.7	8.0%
> O=C(NCc1ccccc1)c1ccc(COCC(F)(F)F)o1
→ 7.1%	10.2%	14.8	-5.4%	-2.9%	4.4%	9.1	11.8	4.4%
> CCC(C)C(NS(=O)(=O)c1ccc(C)cc1)C(=O)O (configuration not stated)
→ 12.3%	0.9%	11.5	4.4%	-2.9%	-4.4%	12.4	22.0	0.9%
> COc1ccc(NC(=O)CSc2nc3c([nH]c4ccccc43)c(=O)n2C)cc1
→ 0.7%	-6.9%	32.2	?	1.4%	0.8%	34.0	3.4&-3.7	?
> COc1ccc(C=NNC(=O)c2ccccc2OCc2ccc(F)cc2)c(OC)c1
→ -2.0%	-0.9%	29.1	-5.2%	4.1%	4.5%	5.2	10.0	-3.4%
> COc1ccc(C(=O)COC(=O)c2cccnc2SC)cc1
→ 19.6%	-0.2%	-3.5	-13.4%	11.9%	10.6%	-8.4	-11.0	13.7%
> O=C1CCCC2=C1C1(O)C(=O)c3ccccc3C1(O)O2 (configuration not stated)
→ 8.3%	-4.1%	-12.1	?	0.3%	14.5%	-21.9	-8.0	16.5%
> Oc1ccccc1Cc1c(O)ccc2ccccc12
→ -9.7%	-9.5%	38.2	2.4%	25.2%	-0.7%	-0.8	-6.1	-2.0%
> COc1ccc(Cl)cc1NC(=O)C(C)Sc1nncn1C (configuration not stated)
→ 0.1%	-1.5%	22.6	22.5%	1.6%	1.9%	30.1	3.0	19.9%
> COc1cc(N)ccc1Cc1ccc(N)cc1OC
→ -7.6%	-1.8%	0.0	-4.1%	-5.3%	-4.6%	-28.8	1.0	1.9%
> O=[N+]([O-])c1cccc(NC(=S)N2CCc3ccccc32)c1
→ 5.5%	-8.4%	23.3	-8.3%	18.1%	7.7%	-0.7	-1.9	?
> O=C(COC(=O)c1cc(=O)c2ccccc2o1)Nc1ccc2ccccc2c1
→ 0.6%	-10.9%	-3.0	2.5%	-1.0%	15.9%	0.7	2.2	9.1%
> C/C(N)=C(/C#N)C(=O)COC(=O)c1cccc(C)c1O
→ 0.0%	-4.5%	-9.4	2.9%	-3.1%	2.9%	4.8	4.8	8.5%
> O=Cc1cc(-c2ccccc2)[nH]c1-c1ccccc1
→ 21.2%	-4.5%	-18.3	29.0%	6.1%	20.2%	-10.2	2.9	5.8%
> COc1cc(F)ccc1S(=O)(=O)NCc1cccnc1
→ 0.3%	6.6%	-0.5	-5.6%	-3.9%	8.6%	23.1	2.6	3.3%
> CC(=O)c1cccc(NC(=O)C2C3C=CC(C3)C2C(=O)O)c1 (configuration not stated)
→ -5.4%	1.6%	19.4	0.0%	11.2%	-4.4%	2.0	0.8	-13.2%
> Cc1ccc(CNC(=O)CCc2nnc(Cc3ccc(-c4ccccc4)cc3)o2)o1
→ -4.7%	?	23.4	-4.9%	-1.8%	-5.9%	-1.2	-8.6	-8.9%
> COC(=O)c1ccccc1NC(=O)Nc1cccs1
→ -2.2%	-1.7%[9.22 µM]	29.3	3.5%	4.4%	2.4%	6.8	-6.8	-19.3%
> O=C(/C=C/c1ccccc1)Nc1scc(-c2ccccc2)c1C(=O)O
→ -4.4%	-1.0%	-12.9	4.5%	1.2%	-2.0%	7.7	-0.6	4.3%
> CN(C)CCn1c(=O)n(Cc2ccccc2)c(=O)c2c3c(sc21)CCCCC3
→ ?	-0.2%	-63.6*	-1.3%	24.8%	?	-22.5	-15.6	12.4%
> COc1cccc(NS(=O)(=O)c2ccc(OC)c(OC)c2)c1
→ -1.3%	1.0%	19.3	?	-1.4%	-3.6%	15.1	12.2	0.0%
> Cc1cnc(-c2nc3ccccc3n2C(C(=O)NC(C)(C)C)c2ccncc2)cn1 (configuration not stated)
→ -19.7%	/	0.7	-15.0%	/	-16.1%	0.0	-11.6	18.0%
> CC(NC(C(=O)c1ccccc1)c1ccccc1)c1ccccc1 (configuration not stated)
→ 1.9%	-8.5%	-20.0	-29.1%	5.9%	-1.5%	-26.9	-13.3	-12.8%
> COc1cccc(-c2nc(NC(C)(C)C)c3ccccc3n2)c1O
→ ?	0.3%	-51.5*	23.1µM*	0.2%	?	23.7	2.2	?
> Cc1cccc(S(=O)(=O)NC(=O)C2(C)CCN2C(=O)Cc2ccc(C(C)(C)C)cc2)c1 (configuration not stated)
→ 9.3%	/	27.6	-5.3%	-0.7%	24.1%	-8.8	-6.8	0.0%
> CCCn1c2ccccc2c2nnc(SCc3[nH]c(=O)[nH]c3C(=O)CCCCC(=O)OCC)nc21
→ -28.6%	?	-17.7	0.0%	29.9%	-24.9%	5.4	8.1	0.0%
> O=C(COC(=O)C1CCN(S(=O)(=O)c2ccc(Cl)c(C(F)(F)F)c2)CC1)NCc1ccco1
→ 2.5%	1.6%	3.1	2.6%	-9.6%	2.0%	7.8	4.7	-13.5%
> Nc1ncnc(Nc2ccccc2Cl)n1
→ 15.3%	-17.5%	-23.2	15.8%	4.1%	14.3%	-6.7	-9.6	-0.1%
> Cc1ccc(S(=O)(=O)NCCCC(=O)N2CCC(C)CC2)cc1
→ 17.6%	-0.4%	7.9	-13.9%	-4.8%	0.7%	9.5	5.1	0.1%
> Cc1ccc(-n2cc(C(=O)c3ccccc3O)cn2)cc1
→ 2.4%	-1.8%	-3.5	-11.0%	-17.9%	-8.3%	-21.8	-1.3	0.0%
> O=C(NNC(=O)C1CCCC1)c1ccccc1F
→ 14.5%	2.7%	-11.1	28.7%	11.2%	14.7%	4.7	9.9	15.8%
> CC(=O)Nc1nc(C)c(C(C)C)s1
→ 17.9%	-64.4%	-0.8	26.0%	11.5%	5.1%	19.9	1.1	10.9%
> COc1cc(NC(=O)c2ccc3c(c2)OCO3)c2ncccc2c1
→ -0.3%	-2.8%[9.22 µM]	10.6	-4.9%	0.9%	-6.4%	14.2	2.3	-5.8%
> COc1ccc(NC(=O)CCNS(=O)(=O)c2ccc3c(c2)CCN3C(=O)C2CC2)cc1Cl
→ /	/	/	?	9.0%	/	/	-2.0	-2.4%
> CCN(CC)C(=O)Nc1ccccc1C
→ 3.9%	-4.2%	67.4	?	-7.9%	1.7%	0.0	7.7	2.9%
> COC(CNC(=O)c1ccc2c(c1)ncn2-c1cccc(F)c1)OC
→ 12.2%	-2.0%	-7.7	0.0%	26.2%	10.5%	?	4.4	16.8%
> CC(=O)Nc1ccc(-c2ccnc3c2CC(C(=O)NC(C)C)O3)cc1 (configuration not stated)
→ 11.1%	/	-17.0	-3.9%	0.6%	22.6%	23.5	0.3	0.1%
> COCCN(C(=S)Nc1c(C)cccc1C)C(C)c1cccnc1 (configuration not stated)
→ 4.0%	0.9%	-6.2	17.0%	-0.2%	5.8%	4.7	3.5	20.7%
> Cc1cc(C(=O)N/N=C/c2ccc(N(C)C)cc2)c2ccccc2n1
→ 3.66µM*	18.4µM*	36.4	?	10.9%	3.26µM*	-8.5	-2.3	9.2µM*
> NC(=O)CSc1nnc(COc2ccccc2)n1CCc1ccccc1
→ 4.4%	-12.3%	-9.7	0.8%	2.9%	4.4%	25.8	4.9	-1.2%
> Cc1cccc(NC(=O)c2ccc3c(c2)C(=O)N(c2ccccc2C)C3=O)n1
→ -4.4%	-2.1%	-4.0	4.1%	1.1%	15.3%	13.4	-15.6	?
> On1c(-c2ccccc2Cl)nc2ncccc21
→ 3.3%	-10.5%	-1.6	?	-3.3%	2.3%	-2.0	1.3	25.6%
> O=C(Nc1ccon1)c1nc[nH]c1C(=O)NCc1ccccc1
→ ?	7.0%	6.7	27.3%	2.9%	2.59µM*	-0.6	12.3	5.8µM*
> NC(N)=NCCCS(=O)(=O)Nc1ccc(Nc2c3ccccc3nc3cc([N+](=O)[O-])ccc23)cc1
→ 9.2%	-0.6%	-2.0	?	13.6%	16.9%	14.2	-4.3	14.6µM*
> CCc1nnc(NC(=O)c2ccc(Cl)nc2)s1
→ 0.1%	-6.6%	-8.9	-10.5%	-7.4%	10.3%	6.4	1.8	3.6%
> Cc1nn(-c2ccccc2)c(Cl)c1/C=C1\C(=O)N(C)C(=S)N1C
→ -1.0%	7.2%	-22.7	?	20.1%	9.5%	8.7	1.7	?
> CCn1c(/C=C/c2c[nH]c3ccccc23)nc2ccccc2c1=O
→ ?	?	34.8	-7.1%	7.5%	-17.2%	5.4	13.7	7.3%
> CC1CCN(c2nc3c(c(=O)[nH]c(=O)n3C)n2Cc2ccccc2Cl)CC1
→ 0.5%	-13.2%	34.9	-15.6%	-5.0%	8.1%	57.9	7.8	-12.7%
> O=C(NC1CCCCC1)C(c1ccco1)N(C(=O)c1csnn1)c1ccc(Cl)cc1 (configuration not stated)
→ -15.8%	-19.6%	-2.6	-15.2%	6.9%	1.1%	4.7	3.7	-3.5%

Compounds were not picked by outcome; any-hit rate near 12%.
